Bioassay records (PubChem BioAssay)
aSyn yeast inh – qHTS of alpha-syn Inhibitors; Yeast expressing alpha-synuclein, growth rescue, BacTiter-Glo, 24 h; Potency, µM (titrated, usually from 46.1 µM), for the others: top-dose growth rescue (activation), most hits filed as activators; AID 652106, 2013; hit rate 0.14% among 370,000; note: potency is the fitted concentration of half-maximal effect; % of control where 0% means no effect; nearly all actives have a fitted effect of over 65% in size
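Galactose-induced alpha-syn yeast (OD600=0.02, raffinose-pregrown) + pinned cpd, 24 hr, 30 deg C; growth by BacTiter-Glo luminescence. Growth restoration scores as activation.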
pAkt inh – HTS Assay for Inhibitors of Akt Phophorylation: Primary Screen. Neuro2A IGF-stimulated pAkt S473 HTRF, 20 min; hits give low values. activity change, % for hits at 50 µM. hit rate 0.32% among 360,000. AID 651550, 2012; in the data active = activity change below about -80%; inconclusive = mostly about -51% to -80%; note: % is set by controls: 0 for no effect and ±100 for the full control effect
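Neuro2A cells (4,500/well, DMEM with 0.5% FBS) were treated with compound at a single 50 µM final concentration, stimulated with 6 nM IGF for 20 min at 37 °C, and lysed. Phospho-Akt Ser473 was read by HTRF as 665/615 ratio ×10^4.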
FUS suppressor – qHTS for Suppressors of FUS Proteinopathy: Primary screen using FUS-linked yeast assay. S. cerevisiae FUS-expressing, growth rescue, OD600, 24 h. Potency, µM (titrated, usually from 76.6 µM), for the others: at the top dose growth rescue (activation), most hits filed as activators. hit rate 0.24% among 390,000. AID 1347120, 2019;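 note: potency is the fitted concentration of half-maximal effect; plate controls were DMSO vehicle for no effect and reference control for full effect; nearly all actives have a fitted effect of over 55% in size; some results filed as inactive show a strong effect at the top dose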
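Absorbance at 600 nm, taken 24hr after compound addition, measured rescue of FUS-yeast growth at 30C. Induction used 2% galactose with seeding at OD 0.005. Controls: CP55940 from 92uM final, DMSO only.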
GLP1R ag – qHTS of GLP-1 Receptor Agonists. hit rate 0.007% among 380,000. Potency, µM (highest dose often 45.6 µM), for the others: at the top dose activation, hits mostly activators. HEK293 GLP-1R CRE-luciferase, luminescence, 4-6 h; cells express a hypersensitive GLP-1R form; note: potency is the fitted concentration of half-maximal effect; % of control where 0% means no effect
Target sequence (P43220 whole entry, looked up): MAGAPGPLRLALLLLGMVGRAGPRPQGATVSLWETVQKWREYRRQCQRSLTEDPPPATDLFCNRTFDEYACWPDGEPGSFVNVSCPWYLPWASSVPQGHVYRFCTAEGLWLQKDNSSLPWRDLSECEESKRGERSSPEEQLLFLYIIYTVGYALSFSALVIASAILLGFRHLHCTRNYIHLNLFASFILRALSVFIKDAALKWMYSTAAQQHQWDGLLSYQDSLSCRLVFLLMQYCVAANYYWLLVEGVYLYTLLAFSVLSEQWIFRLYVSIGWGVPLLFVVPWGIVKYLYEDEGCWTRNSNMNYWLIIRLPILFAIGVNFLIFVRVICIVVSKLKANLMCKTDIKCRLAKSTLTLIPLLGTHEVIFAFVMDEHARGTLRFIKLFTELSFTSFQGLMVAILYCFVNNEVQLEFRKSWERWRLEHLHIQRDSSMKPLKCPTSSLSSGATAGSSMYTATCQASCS
TDP43 rescue – qHTS of TDP-43 Inhibitors | TDP-43 expressing yeast growth rescue, BacTiter-Glo, 24 h | Potency, µM (series often up to 46.1 µM), inactives show at the highest dose growth rescue (activation), usual class: activators | hit rate 1.8% among 410,000 | AID 652104, 2013; note: potency is the fitted concentration of half-maximal effect; % of control where 0% means no effect; nearly all actives have a fitted effect of over 50% in size
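Growth rescue of TDP-43-toxic yeast measured as ATP luminescence (BacTiter-Glo). Cells grown to mid-log in raffinose, induced in galactose at OD600=0.02, exposed to compound 24 hr at 30 deg C.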
PTHR1 agonist – qHTS for PTHR1 Agonists: Primary Screen; Parathyroid hormone/parathyroid hormone-related peptide receptor (Homo sapiens), Q03431; HEK293 GP2 PTHR1 cells, GloSensor cAMP luminescence, 1 h; Potency, µM (series often up to 115 µM), inactives show top-dose activation, actives largely listed as activators; hit rate 0.075% among 410,000; AID 743266, 2014; note: potency is the fitted concentration of half-maximal effect; nearly all actives have a fitted effect of over 55% in size; some results filed as inactive show a strong effect at the top dose; inactives centre near -15; many of its hits are not listed in these tables
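HEK-293-derived GP2 cells expressing PTHR1 and a GloSensor cAMP reporter, 3,000/well, plated overnight, given luciferin plus IBMX (each 0.5 mM as added) for 1 h at 37 °C, then compound for 1 h at 37 °C. Luminescence was read after 15 min at room temperature.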
GLP1R inv ag – qHTS of GLP-1 Receptor Inverse Agonists (Inhibition Mode); Potency, µM (highest dose often 38.3 µM), inactives show at the top dose activity change, negative = inhibition, actives largely listed as inhibitors; HEK293 GLP-1R CRE-luciferase, luminescence, 24 h; GLP-1R form is constitutively active; Glucagon-like peptide 1 receptor (Homo sapiens), P43220; hit rate 1.6% among 410,000; AID 624417, 2012; note: potency is the fitted concentration of half-maximal effect; % is set by controls: 0 for no effect and ±100 for the full control effect; nearly all actives have a fitted effect of over 55% in size
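Inverse agonism was detected as reduced cAMP-driven luciferase luminescence after 24 h compound treatment. The cells were HEK293 clones expressing constitutively active human GLP-1R with the reporter. Reporter-only and GPR119 cell lines served as counterscreen controls.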
DRD3 antagonist – qHTS of D3 Dopamine Receptor Antagonist: qHTS; D(3) dopamine receptor (Homo sapiens), P35462; D3R cells, DiscoveRx beta-arrestin luminescence, antagonist mode; hits give low values; max response, negative = inhibition, %; hit rate 2.5% among 360,000; AID 652054, 2013; in the data active = max response below about -50%; inconclusive = no clear call, values can overlap the other calls; note: % is set by controls: 0 for no effect and ±100 for the full control effect; mostly tested at two doses, the higher about 12 µM
Target sequence (P35462 whole entry, looked up): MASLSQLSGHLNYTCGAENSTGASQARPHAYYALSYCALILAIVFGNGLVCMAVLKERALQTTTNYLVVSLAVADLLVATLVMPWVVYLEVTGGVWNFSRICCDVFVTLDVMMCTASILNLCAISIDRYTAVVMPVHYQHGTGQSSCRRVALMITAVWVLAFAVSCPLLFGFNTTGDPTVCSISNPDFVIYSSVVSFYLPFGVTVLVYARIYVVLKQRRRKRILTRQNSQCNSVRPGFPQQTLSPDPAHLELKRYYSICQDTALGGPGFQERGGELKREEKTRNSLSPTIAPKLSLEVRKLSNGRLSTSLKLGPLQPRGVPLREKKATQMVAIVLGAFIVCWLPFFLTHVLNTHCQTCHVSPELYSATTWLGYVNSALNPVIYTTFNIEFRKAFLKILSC
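Cells plated overnight at 1500 cells/well, then exposed to library compounds with dopamine controls for 90 minutes at 37 degrees C. DiscoveRx reagent added for 30–60 minutes at room temperature; luminescence read, quantitative HTS format.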
Abeta yeast res – qHTS for compounds that reverse cellular toxicity of Amyloid beta (A-beta) peptide in yeast: Primary Screen | yeast expressing A-beta42, growth rescue, OD600, 48 h; response scale: 0% DMSO, 100% iron-clioquinol control | Potency, µM (highest dose often 46.1 µM), inactives show at the highest dose growth rescue, most hits filed as activators | hit rate 0.063% among 410,000 | AID 1347071, 2019; note: potency is the fitted concentration of half-maximal effect; nearly all actives have a fitted effect of over 55% in size
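Yeast A-beta toxicity model in growth medium with pinned compounds, 48 h at 30 C; growth read as absorbance at 600 nm. Normalized to FeCl3/clioquinol equimolar mix (positive) and DMSO (negative).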
* = called active by the depositor; i = inactive; ? = inconclusive; nt = no result given; & = joins results of further samples; [ ] = another dose, or the depositor's remark. Unless noted, calls come from the whole dose curve; as a rule, active = well fitted curve in the direction sought with a large enough effect; inconclusive = small, poorly fitted or top-dose-only effect, or another doubt; inactive = no such curve, though single readings can be large; an effect the other way counts as inactive or inconclusive. These rows are one share of the data; the hit share may differ from the screen's.

Start of the listing, in advance (two entries):
SMILES | aSyn yeast inh | pAkt inh | FUS suppressor | GLP1R ag | TDP43 rescue | PTHR1 agonist | GLP1R inv ag | DRD3 antagonist | Abeta yeast res
CCOc1cc(N2CCOCC2)c(OCC)cc1NC(=O)CN1CCCC(C)C1 (configuration not stated) | -3.2% | i | nt | -3.8% | 7.8% | -0.6% | 0.0% | 0.0 | 12.1%
CCOc1cccc2sc(NC(=O)CC)nc12 | -1.3% | i | -0.2% | 5.0% | -5.5% | -6.2% | -27.1% | -7.7 | 37.7%

This part in full (from the top)
SMILES | aSyn yeast inh | pAkt inh | FUS suppressor | GLP1R ag | TDP43 rescue | PTHR1 agonist | GLP1R inv ag | DRD3 antagonist | Abeta yeast res
CCOc1cc(N2CCOCC2)c(OCC)cc1NC(=O)CN1CCCC(C)C1 (configuration not stated) | -3.2% | i | nt | -3.8% | 7.8% | -0.6% | 0.0% | 0.0 | 12.1%
CCOc1cccc2sc(NC(=O)CC)nc12 | -1.3% | i | -0.2% | 5.0% | -5.5% | -6.2% | -27.1% | -7.7 | 37.7%
O=C(NC1CCCCC1)c1cc(-c2ccco2)on1 | -7.9% | i | nt | 0.0% | 1.7% | i | 2.0% | 0.0 | 2.0%
COCc1[nH][nH]c(=O)c1C=NCC(=O)OC | -5.9% | i | -34.4% | -2.1% | 3.0% | i | 1.4% | 9.4 | 6.0%
Cc1ccc(Cn2ccc(NC(=O)c3cc(-c4cccs4)on3)n2)cc1 | -0.4% | i | 25.6% | -8.8% | -12.2% | -6.9%[57.5 µM] | 0.0% | 19.0 | 23.4%
O=C(Cc1cn2ccsc2n1)OCc1ccccc1 | 3.2% | i | -33.3% | -4.0% | 4.7% | i | 0.7% | 0.0 | -10.3%
COc1cc(CC(=O)Nc2ccccc2N2CCOCC2)cc(OC)c1OC | -2.0% | i | -1.7% | 8.2% | 4.1% | i | 8.6% | -14.7 | -6.5%
Clc1ccc(Cn2cnc3ccccc32)cc1 | 0.2% | i | 9.3% | -0.9% | 22.4% | -25.0% | ? | 18.3 | 20.2%
CC1CCc2sc(C(=O)OCC(=O)NC(C)C)cc2C1 (configuration not stated) | -3.8% | i | 12.6% | -0.1% | -20.5% | 2.3% | 20.4% | -25.4 | -12.9%
COc1cc2c(cc1OC)C(c1cccs1)N(C(=S)NC(C)C)CC2 (configuration not stated) | 12.6% | i | 4.7% | 10.3% | 18.6% | -14.9% | -33.2% | 0.3 | 2.5%
CC1CCCN(C(=O)C(=O)Nc2ccc3nc4n(c(=O)c3c2)CCCCC4)C1 (configuration not stated) | -4.3% | i | -3.2% | -0.2% | 29.5% | i | 15.8% | 15.7 | 5.6%
CCc1c(O)nc(SCC(=O)Nc2ccc(C)cc2)n(C2CCCCC2)c1=O | 1.7% | i | ? | 1.3% | 7.4% | -36.7%[inhibitor][57.5 µM] | -0.8% | 11.5 | 9.3%
CC(C)c1ccc2c(c1)C1(NN=C(c3ccccc3)S1)C(=O)N2 (configuration not stated) | -44.6%[inhibitor] | nt | 31.3% | -4.8% | -49.1%[inhibitor] | i | ? | 9.6 | ?
COc1ccc(-c2csc(NC(C)c3nc4cc(C(=O)NCCCO)ccc4n3Cc3ccc(C)cc3)n2)cc1 (configuration not stated) | 3.5% | i | ? | -8.9% | -3.8% | i | -5.3% | 15.9 | 1.6%
CN1CCN(C(=O)C2=C[C@H](C(C)(C)C)C[C@H](OCCCCO)O2)CC1 | 0.1% | i | -11.9% | 7.0% | 0.3% | -17.1% | 4.6% | 10.9 | 5.6%
Cc1ccc(OC(C)C(=O)N2CCc3ccccc32)c([N+](=O)[O-])n1 (configuration not stated) | 0.7% | i | -11.3% | 4.0% | ? | i | 26.4% | 13.5 | 7.6%
Cc1nc2ccccn2c1C(=O)Nc1ccc2c(c1)OCCO2 | -16.2% | i | -6.8% | -19.4% | 6.8% | -5.9% | -16.0% | -0.3 | 14.0%
COc1ccc(OCC(=O)Nn2c(-c3ccc(C)cc3)nc3ccccc3c2=O)cc1 | -0.9% | i | -0.8% | -5.1% | 5.6% | -36.1%[inhibitor] | ? | 3.7 | 13.0%
CC(C)C[C@H](NC(=O)[C@H](Cc1ccccc1)n1c(=O)[nH]c2ccccc2c1=O)C(=O)N1CCC(C(=O)O)CC1 | 5.2% | i | 16.3% | -1.6% | 17.1% | i | -2.1% | -12.2 | -12.8%
CC(C)C1OC2c3cccc4cccc(c34)C2N1c1ccccc1 (configuration not stated) | 0.0% | i | 31.2% | 8.4% | 12.6µM* | -14.4%[57.5 µM] | 1.3% | -13.1 | -6.8%
Oc1c(C=C2N=c3ccccc3=N2)sc(=S)n1-c1ccc(F)cc1 | 3.5%&1.1% | i | 19.0% | -33.6%&-0.2%[inhibitor] | -3.1%&0.0% | -1.8% | ? | -6.7&-20.9 | ?
COc1ccc(CCNc2nc(N3CCCCC3)nc(N3CCCCC3)n2)cc1OC | -11.7% | i | 24.6% | 8.4% | -22.4% | -2.4%[57.5 µM] | ? | ? | -19.4%
O=C(OCc1nnc(-c2ccccc2)o1)C1CCN(C(=O)c2ccc(Cl)cc2)CC1 | 1.5% | i | 37.9% | 3.3% | -13.1% | -18.1% | 10.3% | 6.4 | 19.7%
CC1(C)Cc2cccc(OCC(=O)NCc3ccc(F)cc3)c2O1 | 5.3% | i | nt | 25.3% | ? | -14.0% | ? | ? | -0.8%
COc1ccc(S(=O)(=O)N2CCC(C(=O)NCc3cccs3)CC2)cc1 | -2.5% | i | 20.3% | -0.7% | -20.6% | i | ? | -9.1 | 6.0%
Other records.
SMILES | aSyn yeast inh | pAkt inh | FUS suppressor | GLP1R ag | TDP43 rescue | PTHR1 agonist | GLP1R inv ag | DRD3 antagonist | Abeta yeast res
Cc1ccc(NS(=O)(=O)c2c(C)[nH]c(=O)[nH]c2=O)c(Br)c1 | 2.6% | i | -18.5% | -2.3% | 13.9% | i | 0.8% | 2.5 | -3.8%
CCOC(=O)CSc1nc(N)c2c3c(sc2n1)CCCC3 | 5.1% | i | -4.3% | ? | 17.7% | -15.0%[57.5 µM] | 0.0% | 23.6 | 9.6%
O=[N+]([O-])c1ccc(NN=Cc2ccco2)nc1 | -0.7% | i | -12.7% | 18.1% | 2.3% | -5.7% | ? | -14.1 | 11.8%
CCC1=C2CC[C@H]3C(=O)N(CC)C(=O)[C@H]3[C@H]2[C@@]2(Cc3ccccc3)C(=O)N(Cc3ccccc3)C(=O)N2C1=O | 2.9% | i | 4.9% | 8.1% | 21.2% | -22.9% | 7.0% | 3.4 | 1.6%
CCOC(=O)Cn1c(=N)n(CCOc2ccc3ccccc3c2)c2ccccc21 | -5.8% | i | 24.9% | -13.8% | -12.3% | i | ? | 17.8 | -3.1%
Cc1cc(C)c2[nH]c(=O)c(CN(Cc3cccnc3)C(=S)NCCCN(C)C)cc2c1 | -7.4% | i | 7.8% | 5.6% | 7.0% | i | 3.3% | 0.0 | -3.7%
Cc1ccc(S(=O)(=O)N(C)c2ccc(OCC(=O)Nc3ccc(C(=O)N(C)C)cc3)cc2)cc1C | 1.8% | i | nt | -0.3% | 0.0% | -30.6%[inhibitor] | -9.7% | 19.0 | -18.0%
CCOC(=O)c1c(NC(=O)c2cc3nc(-c4ccccc4)cc(C(F)(F)F)n3n2)sc2c1CCC(C)C2 (configuration not stated) | nt | nt | 13.8% | nt | 11.2% | i | 39.7%[activator] | nt | 6.5%
Cc1nn(Cc2ccccc2Cl)c(C)c1NC(=O)CCCn1nc(C)c([N+](=O)[O-])c1C | 1.8% | i | 7.9% | -0.5% | -2.2% | 10.1%[57.5 µM] | 0.0% | 1.6 | 14.1%
CCOC(=O)c1cc2c(ccn2C)n1CC(=O)N1CCC(Cc2ccccc2)CC1 | 1.2% | i | ? | 3.4% | -9.9% | -1.7%[57.5 µM] | 19.3% | -12.1 | -16.8%
O=C(CSc1nnc(-c2cccc(S(=O)(=O)N3CCCCC3)c2)o1)c1ccc[nH]1 | 3.2% | i | 11.4% | 3.2% | 5.2% | i | -7.9% | 3.2 | 8.6%
CCOc1ccc(C2C(=O)N(C3CCCCC3)CC(=O)N2Cc2ccccc2OC)cc1OC (configuration not stated) | nt | nt | 39.8% | nt | -1.1% | -42.5%[inhibitor] | 11.4% | nt | -2.0%
Cc1cnc(C(=O)OCC(=O)Nc2ccc3c(c2)OCCO3)cn1 | 0.7% | i | nt | -5.5% | 8.7% | i | 0.4% | 3.3 | 2.9%
O=C(CSc1nnc(-c2cccnc2)n1Cc1ccco1)Nc1nc(-c2ccc(F)cc2)cs1 | 1.2% | i | 18.3% | -9.1% | -6.3% | -62.8%[inhibitor][57.5 µM] | -10.9% | 0.9 | 5.7%
Cc1ccc(-n2[nH]c3c4c(ccc3c2=O)C(=O)c2ccccc2C4=O)cc1 | -4.6% | i | 14.6% | 10.7% | -10.1% | -14.6% | 4.6% | 0.0 | -3.9%
CCOc1nnc(C)c2c(C)n(-c3cccc(Cl)c3)nc12 | 0.3% | i | 7.2% | 7.0% | 9.2% | i | 78.8%[activator] | 19.4 | 0.1%
N#CC1C(=O)NC(=O)CC12CCCCC2 (configuration not stated) | -0.4% | i | 0.3% | -1.3% | -0.4% | i | 6.3% | -2.5 | 2.7%
